Screens as filed in PubChem BioAssay.
NALP3 yeast inh: blocks the NALP3 inflammasome reconstituted in yeast. actives 0.39% (n = 330,000). inhibition, % at 10 µM. Yeast reconstituted NLRP3/ASC/caspase-1, beta-gal luminescence, 24 h;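 active = inhibition of 50% or more; inactive = inhibition below 50%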;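 note: plate controls were induced DMSO wells for no effect and uninduced yeast grown without galactose for full effect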
beta cell repl: MIN6 beta-cell proliferation induction | actives 0.29% (n = 330,000) | AID 2380 | MIN6 cells proliferation, ATPlite luminescence, 48 h; cells starved in 0.2% serum; 100% = growth in 10% serum | proliferation, % at 10 µM;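 active = compounds whose signal lies at least 3.5 SD above the mean of all wells on their plate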;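 note: 0% = DMSO-treated cells in low-serum medium and 100% = 10% serum control; some compounds called inactive have numbers as strong as hits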
mIAP activ: mouse IAP activation; muIAP, CDP-Star luminescence, 30 min; hits give high values; 1 = vehicle-only enzyme signal, 0 = enzyme-free wells; activation factor at 10 µM; actives 0.24% (n = 330,000);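 active = activation factor of at least 2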; note: the source names both 10 and 20 µM as test concentration; values of inactives mirror those of a sister screen read the other way
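System: Mouse IAP enzyme | Also added: CDP-Star substrate | Dosing: Compounds dispensed in DMSO | Schedule: 30 min enzyme-substrate-compound incubation at room temperature | Technique: Chemiluminescence readout | Control set: DMSO-only wells and no-enzyme negative control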
A3A deaminase: blocks human APOBEC3A ssDNA deamination; inhibition, % at 20 µM; recombinant A3A, FAM/TAMRA ssDNA deamination fluorescence; P31941; actives 0.41% (n = 330,000);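 active = at least 40% inhibition at 20 µM here, with at most 30% in a related deaminase screen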;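 note: plate controls were A3A with DMSO for no effect and wells lacking A3A enzyme for full effect; some results filed as inactive read as strong as hits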
hIAP act: human IAP activation; activation factor at 10 µM; purified human IAP, CDP-Star luminescence, 30 min; hits give high values; 1 = vehicle-only enzyme, 0 = enzyme-free background; actives 0.16% (n = 330,000); P09923;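 active = activation factor of the enzyme at least 2-fold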; note: the source names both 10 and 20 µM as test concentration; values of inactives mirror those of a sister screen read the other way
SENP1 inh: SENP1 (human) catalytic domain inhibition | recombinant SENP1 catalytic domain, CyPet-SUMO1-YPet FRET cleavage | Q9P0U3 | actives 0.21% (n = 360,000) | inhibition, % at 10 µM;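 active = inhibition at least 30% at 10 µM, raw YFP signal under a set limit, fluorescence ratio 0.5 to 1.5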;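 note: 0% = enzyme with DMSO and 100% = no enzyme wells; some results filed as inactive read as strong as hits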
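Test system: recombinant human SENP1 catalytic domain, His6-tagged / Medium: pH 8 Tris buffer with EDTA, NaCl, BME, BSA, NP40, catalase / Also added: SUMO1 FRET substrate flanked by Cypet and Ypet, 25 nM / Times: 50 min reaction at room temperature / Signal: FRET, CFP and YFP emission / Control set: no-enzyme low control and enzyme-plus-DMSO high control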
mIAP block: mouse IAP inhibition | purified mouse IAP, CDP-Star luminescence, 30 min | inhibition, % at 10 µM | actives 0.2% (n = 330,000);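 active = inhibition of at least 40% at 10 µM in the primary screen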;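 note: plate controls were DMSO with enzyme for no effect and no enzyme wells for full effect; values of inactives mirror those of a sister screen read the other way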
hIAP block: blocks human intestinal alkaline phosphatase; actives 0.12% (n = 330,000); P09923; inhibition, % at 10 µM; AID 2544; purified IAP, CDP-Star luminescence, 30 min;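 active = inhibition reaching a set limit with compound at 10 µM in the primary screen, cut at about 35% in these data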;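 note: plate controls were DMSO wells with enzyme for no effect and no-enzyme buffer wells for full effect; values of inactives mirror those of a sister screen read the other way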
APOBEC3G inh: APOBEC3G (human) deaminase inhibition; recombinant A3G, ssDNA deamination FAM/TAMRA fluorescence; AID 493012; actives 0.28% (n = 330,000); inhibition, % at 20 µM; Q9HC16;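 active = inhibition of at least 40% at 20 µM, with no more than 30% in the related APOBEC3A deaminase screen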;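 note: plate controls were DMSO wells with A3G for no effect and wells lacking A3G enzyme for full effect; some compounds called inactive have numbers as strong as hits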
Target sequence (Q9HC16 whole entry, looked up): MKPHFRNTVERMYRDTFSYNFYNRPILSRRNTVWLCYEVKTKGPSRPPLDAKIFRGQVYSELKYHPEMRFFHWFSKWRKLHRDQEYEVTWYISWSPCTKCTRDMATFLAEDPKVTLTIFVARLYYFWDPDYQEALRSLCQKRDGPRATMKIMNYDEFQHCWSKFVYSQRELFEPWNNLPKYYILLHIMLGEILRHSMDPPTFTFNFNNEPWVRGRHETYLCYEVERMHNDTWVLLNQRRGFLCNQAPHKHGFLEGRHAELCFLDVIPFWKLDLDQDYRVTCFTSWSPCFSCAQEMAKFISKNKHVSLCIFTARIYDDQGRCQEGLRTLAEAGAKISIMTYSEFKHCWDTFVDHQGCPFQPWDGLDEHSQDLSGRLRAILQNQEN
* = called active by the depositor; / = not tested or not shown. Not all compounds are listed; rates above refer to the full screens.

item	molecule	hIAP act	SENP1 inh	beta cell repl	APOBEC3G inh	hIAP block
1	CCOc1ccc(NC(=O)N2CCN(Cc3ccc4c(c3)OCO4)CC2)cc1	0.87	2	-1	-2	13
2	COc1ccc(C2c3[nH]c4ccccc4c3C[C@H]3C(=O)N(c4ccccc4C(=O)NCCN4CCOCC4)C(=O)N23)cc1 (some centres not stated)	0.89	-44	-3	4	12
3	CCOC(=O)c1cnn(-c2nc(SC)nc3sc4c(c23)CCC4)c1N	0.82	-5	2	11	18
4	CC(=O)c1ccccc1NC(=O)COC(=O)c1ccc2c(c1)nc(C)n2-c1ccccc1	1.1	/	-4	-9	-12
5	Cn1ncc2c(Nc3ccccc3Br)ncnc21	1.1	3	-2	9	-11
6	CCOC(=O)C1CCN(C(=O)Cn2c(=O)c3cccn3c3cccnc32)CC1	0.92	-7	1	-4	8
7	Cc1noc(C)c1CS(=O)(=O)Cc1ccc(Cl)cc1	0.95	1	5	-6	5

item	NALP3 yeast inh	A3A deaminase	mIAP block	mIAP activ
1	5	-3	9	0.91
2	10	0	8	0.92
3	9	12	2	0.98
4	23	0	-3	1
5	30	5	-1	1
6	-2	-3	5	0.95
7	4	-3	6	0.94

In the list so far, these have sulfur:
item	molecule	hIAP act	SENP1 inh	beta cell repl	APOBEC3G inh	hIAP block
3	CCOC(=O)c1cnn(-c2nc(SC)nc3sc4c(c23)CCC4)c1N	0.82	-5	2	11	18
7	Cc1noc(C)c1CS(=O)(=O)Cc1ccc(Cl)cc1	0.95	1	5	-6	5

item	NALP3 yeast inh	A3A deaminase	mIAP block	mIAP activ
3	9	12	2	0.98
7	4	-3	6	0.94

Part of the list above, limited to beta cell repl.
item	canonical_smiles	beta cell repl
1	CCOc1ccc(NC(=O)N2CCN(Cc3ccc4c(c3)OCO4)CC2)cc1	-1
2	COc1ccc(C2c3[nH]c4ccccc4c3C[C@H]3C(=O)N(c4ccccc4C(=O)NCCN4CCOCC4)C(=O)N23)cc1 (some centres not stated)	-3
3	CCOC(=O)c1cnn(-c2nc(SC)nc3sc4c(c23)CCC4)c1N	2
